GAA inh – blocks human lysosomal alpha-glucosidase | purified human GAA, 4-MU-alpha-glucoside fluorescence | Potency, µM (top dose mostly 76.9 µM), inactives show at the highest dose activity change, negative = inhibition, usual class: inhibitors | 200,000 tested, 0.005% active;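 further: potency means the concentration at half of the fitted maximal effect; plate controls were uninhibited enzyme wells for no effect and no-enzyme background for full effect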
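Enzyme (4 nM final) mixed with compound (up to 77 uM), then 4-MU-alpha-D-pyranoside (400 uM final) added; 20 min at room temperature, pH 5.0. Reaction stopped at pH 10, fluorescence read, AC50 derived by Hill fit.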
HttQ103 aggreg – reduces HttQ103-GFP aggregates in PC12 cells; PC12 HttQ103-GFP aggregates, Acumen cytometry, 40 h; 220,000 tested, 1.1% active; Potency, µM (titrated, usually from 46.1 µM), inactives show at the top dose activity change, negative = inhibition, most hits filed as inhibitors; AID 1688; further: potency means the concentration at half of the fitted maximal effect; on the % scale 0 is the no-effect control and ±100 the full control effect; nearly all actives have a fitted effect of over 60% in size
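Aggregate formation scored by laser-scanning cytometer (488 excitation, 500–530 emission) in lysed PC12 cells expressing Q103-GFP after 100 nM tebufenozide induction; library tested in dose series, with ATPLite reagent added in the multiplex.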
CBFb RUNX1 block – CBF-beta/RUNX1 interaction disruption. AlphaScreen CBFb-His/RUNX1-biotin binding, biochemical. Potency, µM (top dose mostly 59.8 µM), for inactives: at the highest dose activity, negative = inhibition, actives largely listed as inhibitors. 230,000 tested, under 10 active. Q01196+Q13951; further: % of control where 0% means no effect
Target sequence (Q01196 whole entry, looked up): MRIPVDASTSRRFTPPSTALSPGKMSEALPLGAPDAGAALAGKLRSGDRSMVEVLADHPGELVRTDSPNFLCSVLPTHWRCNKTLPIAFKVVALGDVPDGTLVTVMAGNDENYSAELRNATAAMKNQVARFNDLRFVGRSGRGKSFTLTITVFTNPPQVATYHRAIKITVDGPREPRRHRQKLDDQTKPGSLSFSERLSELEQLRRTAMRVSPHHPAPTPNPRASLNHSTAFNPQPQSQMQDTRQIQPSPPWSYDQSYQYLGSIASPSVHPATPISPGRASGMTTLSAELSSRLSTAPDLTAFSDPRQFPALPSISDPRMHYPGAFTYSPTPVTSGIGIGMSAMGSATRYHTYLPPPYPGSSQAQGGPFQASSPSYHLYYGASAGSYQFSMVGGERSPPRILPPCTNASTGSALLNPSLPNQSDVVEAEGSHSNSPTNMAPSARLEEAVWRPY
Target sequence (Q13951 whole entry, looked up): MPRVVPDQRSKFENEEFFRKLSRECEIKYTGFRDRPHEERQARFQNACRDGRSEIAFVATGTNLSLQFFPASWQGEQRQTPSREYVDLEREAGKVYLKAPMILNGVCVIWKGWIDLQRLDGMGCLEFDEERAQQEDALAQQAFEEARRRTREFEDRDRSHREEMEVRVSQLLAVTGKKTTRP
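Compounds were screened at multiple concentrations against a preformed CBF-beta(His)/RUNX1(biotin) complex (30 nM of each) for 15 min at room temperature, followed by 90 min with nickel and streptavidin beads and AlphaScreen reading.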
GAA glycogen mod – alters human alpha-glucosidase cleavage of glycogen | P10253 | recombinant GAA, glycogen substrate, Amplex Red glucose oxidase fluorescence | Potency, µM (titrated, usually from 76.4 µM), without a hit: at the top dose activity change, negative = inhibition, usual class: inhibitors | 300,000 tested, 0.38% active;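 further: potency means the concentration at half of the fitted maximal effect; 0% = full enzyme reaction and -100% = no-enzyme basal signal; the screen sought inhibitors and activators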
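Recombinant enzyme (4 nM final) with compounds titrated up to 77 uM and bovine liver glycogen (30 ug) in citrate pH 5.0, 0.01% Tween-20, 37 C 40 min. Released glucose detected by Amplex Red/glucose oxidase (Ex 573/Em 610); AC50 from Hill fits.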
HTT ATP protect – Huntington cell model cytoprotection by ATP luminescence | PC12 HTT-Q103 induced, cytoprotection, ATP luminescence, 40 h | Potency, µM (doses to about 56.4 µM), for the others: cytoprotection (ATP increase), actives largely listed as activators | 230,000 tested, 0.14% active;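 further: potency means the concentration at half of the fitted maximal effect; % of control where 0% means no effect; nearly all actives have a fitted effect of over 45% in size; toxic huntingtin expression switched on by the ecdysone agonist tebufenozide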
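Compounds added alongside 100 nM tebufenozide, which induces toxic Q103 huntingtin exon 1-GFP in stable PC12 cells; surviving cells quantified by luminescent ATP measurement. Medium: phenol red-free DMEM, 5% equine and 5% calf serum.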
GAA spleen mod – inhibits or activates alpha-glucosidase in human spleen homogenate; P10253; human spleen homogenate, 4-MU-alpha-glucoside fluorescence; Potency, µM (top dose mostly 79.9 µM), inactives show top-dose activity change, negative = inhibition, usual class: inhibitors; 240,000 tested, 0.006% active;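 further: potency means the concentration at half of the fitted maximal effect; 0% = enzyme with vehicle and -100% = no enzyme basal signal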
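AC50 values come from Hill-equation fits of concentration-response data, normalized to no-enzyme and full-activity controls. Enzyme source: 1 ug human spleen homogenate; 1 mM fluorogenic 4-MU glucoside, pH 5.0 citrate buffer, 37 C, 40 min.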
Lamin A splicing – changes lamin A minigene splicing in HeLa cells; Potency, µM (highest dose often 46.1 µM), for the others: at the top dose ratio change, negative = inhibition, actives largely listed as inhibitors; HeLa LMNA splicing GFP/RFP minigene ratio, 48 h; AID 1487; 200,000 tested, 0.01% active; active means well fitted inhibition curve with a large enough effect in the signal ratio, with a control signal flat, not every such curve was filed as active; inconclusive means small, poorly fitted or top-dose-only effect, or effect the other way, or a change in a side signal; the % refers to the signal ratio; further: potency means the concentration at half of the fitted maximal effect; on the % scale 0 is the no-effect control and ±100 the full control effect
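Read-out is the ratio of GFP to DsRed2 object intensity, acquired by 488 nm laser-scanning cytometry on HeLa lamin A-EGFP minigene reporter cells. Compound incubation 48 hrs at 37 °C in Opti-MEM with 2% FBS; DMSO 0.5% final.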
An asterisk follows results filed as active; ? = inconclusive; . = no result given; [ ] = dose if it differs, or a comment. Unless noted, the call rests on the fitted dose curve; in most records, active means well fitted curve in the direction sought with a large enough effect; inconclusive means small, poorly fitted or top-dose-only effect, or another doubt; inactive means no such curve, though single readings can be large; an effect the other way counts as inactive or inconclusive. Hits appear at their usual frequency. About 1.5% of those tested had a hit in this group.

compound | GAA inh | HttQ103 aggreg | CBFb RUNX1 block | GAA glycogen mod | HTT ATP protect | GAA spleen mod | Lamin A splicing
CSC(=O)NC(=O)NC(=O)c1ccc([N+](=O)[O-])cc1 | -3% | -13%[9.22 µM] | 9% | 8% | 8%[10 µM] | 5% | 14%[46 µM]
CCn1c(SCc2ccc(C)cc2)nnc1C1CCN(S(=O)(=O)c2ccc(OC)cc2)CC1 | 3% | -15% | -3% | 4% | -44%[inhibitor] | -2% | 6%
CCn1nnnc1NCc1ccc(N2CCCC2)cc1 | 1% | 11% | ? | 21% | 9%[10 µM] | -3% | 3%
C/C(N)=C(/C#N)C(=O)COC(=O)c1ccc(C)c(S(=O)(=O)N2CCCCC2)c1 | -4% | ? | 1% | -5% | -80%[inhibitor][10 µM] | -1% | 20%
CCOC(=O)Cn1cncc1-c1ccc([N+](=O)[O-])cc1 | 2% | -4% | 6% | -9% | 15%[0.074 µM] | -3% | 12%
Cc1nn(C)cc1C(=O)NNC(=S)Nc1ccc(Cl)cc1 | 6% | 7% | 7% | ? | -15% | 1% | 14%
O=C(N/N=C1\C(=O)c2cccc3cccc1c23)c1ccc(O)cc1 | ? | 5% | -3% | -5% | -48%[inhibitor] | -2% | -27%[46 µM]
Cc1ccc(CC(=O)Nc2nc3ccccc3s2)cc1 | 2% | 0% | 2% | 1% | -16% | -2% | 17%
CCOC(=O)c1c(C)c(C(=O)Nc2ccc3c(c2)OCCO3)c(C)n1C | -6% | 1% | -9% | 4% | 13%[10 µM] | 2% | ?
O=C(CNC(=O)c1cccc(OC(F)F)c1)OCC(=O)c1ccccc1 | -1% | -2% | 1% | 1% | -28% | 0% | -13%[46 µM]
Cc1ccc(C2=NN(C(=O)CSc3nc(N)cc(N)n3)C(c3ccco3)C2)cc1 (stereo not drawn) | 1% | 29% | -12% | 2% | . | -3% | ?
O=C(CN(Cc1ccco1)C(=O)CNS(=O)(=O)c1ccccc1)NCc1ccccc1 | -3% | 11% | -1% | 8% | -32%[10 µM] | -1% | 6%
CC(C)C[C@@H](CC(=O)N[C@@H](CCC(=O)O)CC(=O)O)NC(=O)[C@@H]1CNCC[C@H]1NC(=O)C[C@H](CCCN)NC(=O)C[C@H](Cc1c[nH]c2ccccc12)NC(=O)[C@@H]1CCCC[C@H]1N | . | . | 7% | . | -34%[inhibitor] | 1% | .
CC(=O)NC(CC(=O)NCCN1C(=O)S/C(=C\c2ccccc2)C1=O)c1ccccc1 (stereo not drawn) | 4% | 3%[9.22 µM] | 9% | 6% | 1%[10 µM] | -14% | .
Cc1ccc(S(=O)(=O)NC(C(=O)Oc2ccc3c(C)c(Cl)c(=O)oc3c2)c2ccccc2)cc1 (stereo not drawn) | ? | -6% | 0% | -4% | 11%[10 µM] | ? | -5%
O=C(O)CNc1ccccc1C(=O)O | . | 7%[9.22 µM] | -2% | ? | 12%[10 µM] | -2% | .
O=C(NCc1ccco1)C1CC(c2ccc(Cl)c(Cl)c2)=NO1 (stereo not drawn) | 11% | 16%[9.22 µM] | 8% | 8% | 21%[10 µM] | 6% | 0%[46 µM]
CCN(CC)S(=O)(=O)c1cc(C(=O)NCCN2CCOCC2)ccc1Cl | -1% | 0% | 4% | -4% | 36%[10 µM] | -12% | -2%[46 µM]
Cc1[nH][nH]c(=O)c1C(c1cc2c(cc1Br)OCO2)c1c(C)[nH][nH]c1=O | 6% | -9% | -4% | ? | ? | 7% | .
COc1ccccc1NC(=O)CSc1nc(N)cc(N)n1 | ? | -27% | 7% | 2% | 12% | -1% | 1%
Cc1ccc(S(=O)(=O)NNC(=O)c2cccc(O)c2)cc1 | -8% | -18%[9.22 µM] | 2% | ? | 11%[10 µM] | 3% | ?
COC(=O)c1ccc(-n2nnnc2SCc2nn[nH]n2)cc1 | 2% | -1% | 16% | 6% | 1%[10 µM] | -18% | -14%
CC1(C(=O)Nc2ccccc2)Cc2ccccc2C(=O)O1 (stereo not drawn) | -10% | . | -2% | -4% | . | 1% | ?
CC(C(=O)N=Nc1c(O)n(C)c2ccc(Br)cc12)n1cnc2ccccc2c1=O (stereo not drawn) | -3% | 8% | -1% | 0% | -23% | -17% | -4%[46 µM]
C/C(=N\NC(=O)CSCc1cccc(Br)c1)c1ccc([N+](=O)[O-])cc1 | -2% | 0% | -1% | 7% | -5% | -2% | 8%
Cc1cc(C)n(CC(O)Cn2c3ccccc3c3ccccc32)c(=O)n1 (stereo not drawn) | 1%[15.4 µM] | 24% | -4% | -7% | -4% | 0% | -8%
CN(C=[N+](C)C)c1cccc2c1C(=O)c1ccccc1C2=O | 3% | -14% | ? | 10% | 4%[10 µM] | 3% | -11%
Cc1nc(-c2cccs2)sc1C(=O)NN | . | 17%[9.22 µM] | 11% | ? | 11%[10 µM] | -4% | .
O=C(NCCc1ccccc1Cl)C1CCN(S(=O)(=O)c2cccs2)CC1 | ? | -25% | -2% | 0% | -23% | -7% | -2%
CC(=O)Nc1ccc(S(=O)(=O)Nc2nc3c(s2)CCCC3)cc1 | 4% | -3% | 10% | 6% | -4% | -4% | -2%
O=c1cc(NCc2ccc3c(c2)OCO3)[nH]c(=O)n1-c1ccc(Cl)cc1 | -6% | -6% | 4% | 3% | 11% | 1% | 2%
Cc1cc(C)c(NC(=O)C2CCCN2CCOC(=O)c2cccc([N+](=O)[O-])c2)c(C)c1 (stereo not drawn) | -5% | ? | -16% | 2% | -3%[10 µM] | -4% | 10%
Cc1ccc(C)n1-c1ncn[nH]1 | -7% | 9% | 0% | -3% | 1% | -1% | 20%
Cc1ccc2nc(NC(=O)C3CCN(S(=O)(=O)c4cc([N+](=O)[O-])ccc4Cl)CC3)sc2c1 | 7% | ? | ? | 6% | 0%[10 µM] | 2% | ?
COc1ccc(NC(=O)Cn2cnc3c(cnn3C(C)(C)C)c2=O)cc1OC | -2% | -4% | -12% | 2% | 2% | 1% | .
O=C(NC1CCN(Cc2ccccc2)CC1)C1CCCN(c2nnc(-n3cccc3)s2)C1 (stereo not drawn) | -9% | -3% | 12% | -4% | 36%[10 µM] | 3% | -2%
Cn1c(=O)c([N+](=O)[O-])c(NCc2ccccc2)c2ccccc21 | -2% | 16% | 4% | -3% | -7%[10 µM] | -16% | 1%
CCOC(=O)N=S(N)(=O)c1ccc(Cl)cc1 (stereo not drawn) | 7% | 2% | 3% | 4% | -15% | -2% | 3%
O=C(/C=C/c1ccccc1)N/C(=C\c1ccco1)C(=O)O | -11% | 2% | 5% | -11% | -4% | -4% | .
CCN(CC)C(=O)c1ccc(C(=O)c2ccccc2)cc1 | -2% | -5% | 0% | -8% | -38% | 3% | 6%
COc1ccc(/C=N/n2c(SC)nnc(C(C)(C)C)c2=O)cc1OC | ? | 18% | -9% | -2% | -37% | -4% | 9%
CCOc1ccc2c(c1)cc(CN(C(=O)CC)C1CCCCC1)c1nnnn12 | -3% | -4% | -1% | -9% | -24% | -1% | -3%
CC1CCCCN1C(=O)CSc1nnc(-c2c[nH]c3ccccc23)o1 (stereo not drawn) | ? | -2% | 4% | -8% | -23% | -9% | -5%
COc1ccccc1-c1cc(C(=O)Nc2ccc(F)cc2F)no1 | 2% | 7% | -5% | -15% | -50%[inhibitor] | 1% | 11%
COc1cc(OC)c(NC(=O)CCCn2c(=O)oc3ccccc32)cc1Cl | -2% | 12% | 0% | 6% | 3%[10 µM] | 3% | -9%
Cc1ccc(CSc2nnc(-c3cnccn3)n2C)cc1 | . | -7%[9.22 µM] | 9% | 2% | 2%[10 µM] | -1% | .
COc1ccc(C)cc1NC(=O)c1ccc(NC(=O)CC2SC(N3CCCC3)=NC2=O)cc1 (stereo not drawn) | ? | 7% | 0% | 8% | -12%[10 µM] | -5% | 5%
CCC(SC1=N/C(=C/c2ccccc2OC)C(=O)N1c1ccccc1)C(=O)Nc1cc(C)on1 (stereo not drawn) | -5% | 12% | 5% | -6% | 0% | 2% | 0%
CCOc1ccc(NS(=O)(=O)c2cc(NC(=O)c3cccc(C)c3)ccc2Cl)cc1 | ? | ? | -6% | 7% | -17%[10 µM] | -6% | -27%
Cc1nc(SCC(=O)NCc2cccs2)nc(C)c1C | -12% | 0% | 6% | 12% | 3%[10 µM] | 0% | .
CCOC(=O)c1c(-c2ccc(OCC)cc2)csc1NC(=O)CCN1C(=O)c2ccccc2C1=O | 0% | 13% | 4% | 1% | 15%[10 µM] | 2% | ?
CCOC(=O)C(NC(=O)c1cccc(Cl)c1)(OCc1ccccc1)C(F)(F)F (stereo not drawn) | 5% | -4% | 16% | 11% | 0%[10 µM] | -6% | ?
CCOc1cc(NC(=S)Nc2ccccc2)c(OCC)cc1NC(=O)c1ccccc1 | 6% | 0% | -10% | ? | -17% | -6% | 2%
CCN(CC)S(=O)(=O)c1cccc(NC2=NCCCCC2)c1 | . | -6%[9.22 µM] | 6% | 3% | -1%[10 µM] | 3% | .
C=CCSC1=C(C#N)C(c2ccccc2OCC)CC(=O)N1 (stereo not drawn) | ? | -24% | 14% | -3% | 7%[10 µM] | 9% | -9%
CCOc1ccccc1N1Cc2cc(C)c(C)cc2C1 | -7% | ? | -11% | -5% | -9% | -6% | -10%
CC(C)(C)NC(=O)COC(=O)c1snc(C(=O)NC2CCCCC2)c1N | ? | -16% | 14% | 7% | -20%[10 µM] | -13% | ?
CCC(=O)Nc1ccc2nc(C3CC3)n(Cc3ccc(C(C)(C)C)cc3)c(=O)c2c1 | . | -12%[9.22 µM] | 12% | -2% | -14%[10 µM] | -2% | .
CC(C)Oc1nc(-c2ccccc2Cl)nc2ccccc12 | . | -12%[9.22 µM] | 23% | 0% | -12%[10 µM] | -2% | .

Profiles, looked up by structure. Order of values: GAA inh, HttQ103 aggreg, CBFb RUNX1 block, GAA glycogen mod, HTT ATP protect, GAA spleen mod, Lamin A splicing
Shown for CCOC(=O)C(NC(=O)c1cccc(Cl)c1)(OCc1ccccc1)C(F)(F)F (stereo not drawn) : 5%, -4%, 16%, 11%, 0%[10 µM], -6%, ?
Shown for CCOc1cc(NC(=S)Nc2ccccc2)c(OCC)cc1NC(=O)c1ccccc1 : 6%, 0%, -10%, ?, -17%, -6%, 2%
Shown for CCC(=O)Nc1ccc2nc(C3CC3)n(Cc3ccc(C(C)(C)C)cc3)c(=O)c2c1 : ., -12%[9.22 µM], 12%, -2%, -14%[10 µM], -2%, .
